Screens: PubChem, NCI
Growth percent in the NCI-60 one-dose screen (48 h, 10 µM unless noted): 100 = growth as untreated, 0 = no growth, -100 = all killed.
NCI-H226: NCI-H226 lung cancer | AID 1794732 | 79,000 compounds, 3.5% hits
NCI-H460: NCI-H460 lung cancer; 82,000 compounds, 6.8% hits
COLO 205: COLO 205 colon cancer. 79,000 compounds, 7.3% hits. AID 1794742
NCI-H322M: NCI-H322M lung cancer. 80,000 compounds, 2.7% hits
NCI-H522: NCI-H522 lung cancer; 78,000 compounds, 8% hits
HCT-15: HCT-15 colon cancer; 82,000 compounds, 5.2% hits
NCI-H23: NCI-H23 lung cancer | 80,000 compounds, 4% hits | AID 1794731
NCI/ADR-RES: NCI/ADR-RES ovarian cells; AID 1794790; 81,000 compounds, 4.4% hits
HCT-116: HCT-116 colon cancer; AID 1794798; 82,000 compounds, 7.3% hits
* marks the source's active call; other numbers are inactive results; / = no result given. Rule for the calls: active = growth percent below 10; inactive = the rest.

Preview:
#1 O=C1CCC(=O)N1CN1CCN(c2cc(=O)[nH]c3ccc(F)cc23)CC1
#2 Nc1ccccc1NC(=O)c1ccc(CN2CC(=O)N[C@@H](Cc3c[nH]c4ccccc34)C2=O)cc1
Screen / compound no.	1	2
NCI-H226	103	/
NCI-H460	106	100
COLO 205	118	/
NCI-H322M	105	103
NCI-H522	98	75
HCT-15	107	107
NCI-H23	99	97
NCI/ADR-RES	100	104
HCT-116	96	92

Results, from the first entry:
#1 O=C1CCC(=O)N1CN1CCN(c2cc(=O)[nH]c3ccc(F)cc23)CC1
#2 Nc1ccccc1NC(=O)c1ccc(CN2CC(=O)N[C@@H](Cc3c[nH]c4ccccc34)C2=O)cc1
#3 CCOC(=O)c1cnc2cc(Cl)c(F)cc2c1Nc1cccc(S(N)(=O)=O)c1
#4 Cc1ccccc1OCc1nnc(-c2ccc(N3CCOCC3)cc2)o1
#5 COc1ccc(-c2nnc(Nc3cc(OC)ccc3OC)o2)cc1
#6 Cc1c(-c2nn(-c3ccccc3)cc2/C=N\O)nnn1-c1ccc(S(N)(=O)=O)cc1
Screen / compound no.	1	2	3	4	5	6
NCI-H226	103	/	95	70	107	91
NCI-H460	106	100	108	102	108	100
COLO 205	118	/	110	90	112	113
NCI-H322M	105	103	103	93	107	101
NCI-H522	98	75	95	79	83	87
HCT-15	107	107	94	99	95	95
NCI-H23	99	97	97	86	100	95
NCI/ADR-RES	100	104	100	85	102	97
HCT-116	96	92	51	87	106	105

#7 COc1ccc(/C(=C\c2ccc3c(c2)OCO3)C(=O)Nc2nc3ccc(N)cc3s2)cc1
#8 Nc1nc(-c2cccc([N+](=O)[O-])c2)c(N=Nc2cccc([N+](=O)[O-])c2)s1
#9 CCCOc1ccc(C)cc1
#10 COc1cccc(-c2nonc2NC(=O)c2ccccc2F)c1
#11 N#Cc1c(-c2ccc(Cl)cc2)nc(SCC(=O)c2ccc(Br)cc2)[nH]c1=O
#12 C=C1CCC2C(C)(CO)C(O)CCC2(C)C1CC(NC1CCCC1)C1=CCOC1=O (stereo not given)
Screen / compound no.	7	8	9	10	11	12
NCI-H226	91	15	93	97	/	95
NCI-H460	114	4.2*	103	102	99	102
COLO 205	101	106	114	121	117	109
NCI-H322M	84	65	105	89	/	95
NCI-H522	78	-12*	108	98	96	89
HCT-15	97	62	98	91	111	101
NCI-H23	105	-26*	102	87	100	101
NCI/ADR-RES	104	19	96	101	105	96
HCT-116	87	-44*	99	98	106	103

#13 CC(=O)OCC1OC(Oc2ccccc2C)C(OC(C)=O)C(OC(C)=O)C1OC(C)=O (stereo not given)
#14 C=CCNC(=S)Nc1cccc(C(F)(F)F)c1
#15 Cc1ccc(N2C(=O)/C(=C3\SC(=S)N(c4ccc(C)cc4)C3=O)SC2=S)cc1
#16 C=CCn1c(SCC(=O)Nc2cccc(C(=O)/C=C/c3ccccc3Cl)c2)nc2ccccc2c1=O
#17 Cc1csc(N/N=C/c2ccncc2)n1
#18 Oc1ccc(Br)cc1C=Nc1n[nH]c(Nc2ccccc2)c1-c1nc2ccccc2s1
Screen / compound no.	13	14	15	16	17	18
NCI-H226	87	93	96	92	96	91
NCI-H460	108	103	103	93	101	104
COLO 205	/	121	102	113	107	122
NCI-H322M	106	105	95	92	109	96
NCI-H522	90	107	96	85	73	101
HCT-15	100	97	103	75	103	101
NCI-H23	97	101	100	95	100	109
NCI/ADR-RES	/	105	103	90	107	109
HCT-116	89	107	99	-87*	98	100

#19 Cc1cccc(C)c1OCc1nnc(SCC(=O)O)n1-c1c(C)cccc1C
#20 Cc1nn(-c2ccc(Cl)cc2)c2nc3c(nc12)C(=O)c1ccccc1-3
#21 COc1ccc(/C(=N/N=C(N)N)c2ccc(F)cc2)cc1OC
#22 C=CCn1c(SCC(=O)Nc2ccc(C(=O)/C=C/c3ccc(Cl)cc3)cc2)nnc1-c1cc(-c2ccc(S(N)(=O)=O)cc2)nc2ccccc12
#23 O=C(OCC1OC(OC(=O)c2ccccc2)C(F)C1OC(=O)c1ccccc1)c1ccccc1 (stereo not given)
#24 COC(=O)[C@]1(C(C)C)N[C@H](c2cn(-c3ccccc3)nc2C)[C@@H]2C(=O)N(c3ccc(Cl)cc3)C(=O)[C@@H]21
Screen / compound no.	19	20	21	22	23	24
NCI-H226	/	33	104	90	106	114
NCI-H460	111	13	101	103	116	105
COLO 205	105	95	103	103	112	118
NCI-H322M	97	63	104	100	108	90
NCI-H522	82	61	88	98	92	89
HCT-15	96	98	101	97	104	96
NCI-H23	92	62	98	99	103	90
NCI/ADR-RES	100	63	108	100	106	91
HCT-116	97	40	88	-31*	97	91

#25 COc1cc(OC)c(OC)cc1/C=N/NC(=O)c1ccc(S(C)(=O)=O)cc1
#26 CN(C)C(=S)SCc1ccc(Cl)c(Cl)c1
#27 C/C(=N/NC(=S)NC1CCCCC1)c1sc(Nc2ccccc2O)nc1C
#28 CC(O)C1CCCCC1 (stereo not given)
#29 CC1(C)CC[C@]23CC[C@]4(C)[C@H](CC[C@@H]5[C@@]6(C)CCC(=O)NC(C)(C)[C@@H]6CC[C@]54C)[C@H]2[C@H]1OC3=O
#30 CCOC(=O)c1ccc(NC2=C(Cl)C(=O)C(C)=C(C)C2=O)cc1
Screen / compound no.	25	26	27	28	29	30
NCI-H226	93	89	107	95	104	96
NCI-H460	110	105	90	107	105	103
COLO 205	118	122	114	106	107	111
NCI-H322M	97	95	97	94	104	101
NCI-H522	60	77	86	103	96	97
HCT-15	110	89	82	102	102	105
NCI-H23	99	94	82	105	104	99
NCI/ADR-RES	104	95	71	106	108	100
HCT-116	97	101	95	105	100	95

#31 COc1cccc(N2CCN(C3=C(Cl)C(=O)C(C)=C(C)C3=O)CC2)c1
#32 COC12C=C/C(=C(/C(=O)OCc3nc4ccccc4s3)C(=O)CCCCCCCCC3(OC)C=C/C(=C(/C(=O)OCc4nc5ccccc5s4)C(=O)CCCCCCCC1)O3)O2
#33 O=C1NC(=O)C2(CC(C(=O)Nc3ccc(I)cc3)Oc3ccc(F)cc32)N1 (stereo not given)
#34 O=C(CCc1ccc(O)cc1)c1c(O)cc(O)cc1OC1OC(CO)C(O)C(O)C1O (stereo not given)
#35 COc1ccc(NC(=O)[C@@H]2C[C@H]2c2ccccc2)c(C(N)=O)c1
#36 CC(C)(C)Nc1c(-c2cccnc2)nc2sccn12
Screen / compound no.	31	32	33	34	35	36
NCI-H226	92	64	107	102	101	87
NCI-H460	104	68	106	110	101	100
COLO 205	124	16	112	108	106	112
NCI-H322M	108	87	100	101	94	99
NCI-H522	80	34	100	108	/	81
HCT-15	104	106	97	104	89	101
NCI-H23	102	46	102	96	91	93
NCI/ADR-RES	100	98	106	105	99	106
HCT-116	100	30	106	106	108	98

Single records, from the list above. Values in the order: NCI-H226, NCI-H460, COLO 205, NCI-H322M, NCI-H522, HCT-15, NCI-H23, NCI/ADR-RES, HCT-116
Record of `COC(=O)[C@]1(C(C)C)N[C@H](c2cn(-c3ccccc3)nc2C)[C@@H]2C(=O)N(c3ccc(Cl)cc3)C(=O)[C@@H]21` → 114, 105, 118, 90, 89, 96, 90, 91, 91
Record of `Oc1ccc(Br)cc1C=Nc1n[nH]c(Nc2ccccc2)c1-c1nc2ccccc2s1` → 91, 104, 122, 96, 101, 101, 109, 109, 100

New compounds follow
#37 CCOC(=O)c1c(C=O)nc2ccccc2c1/C=C/c1ccccc1
#38 O=S(=O)(c1ccc(NC(=S)NCc2ccncc2)cc1)N1CCCCC1
#39 C[N+]1(C)CCC(c2ccccc2)(c2ccccc2)C(=O)C1
#40 CCOc1cc2c(cc1OCC)C(c1cc3c(cc1Br)OCO3)NCC2 (stereo not given)
#41 Cc1c(C(=O)OCCO)cc(-c2ccc(Cl)cc2)n1-c1cccc(O)c1
#42 C=CCNc1nnc(CN2CCN(c3cc4c(cc3F)c(=O)c(C(=O)O)cn4C3CC3)CC2)o1
Screen / compound no.	37	38	39	40	41	42
NCI-H226	/	82	98	/	95	106
NCI-H460	101	97	103	92	102	106
COLO 205	121	97	106	92	114	101
NCI-H322M	99	96	110	83	103	94
NCI-H522	77	69	93	84	83	91
HCT-15	87	93	99	103	86	109
NCI-H23	98	92	101	84	97	103
NCI/ADR-RES	104	105	100	91	94	104
HCT-116	94	94	107	92	96	95

#43 O/N=C(\CSc1nnc(-c2cc(-c3ccc(Cl)cc3)nc3ccccc23)n1-c1ccccc1)c1ccccc1
#44 COc1ccc(N=C2C=CC(=O)O2)cc1
#45 O=c1[nH]cc(-c2ccccc2)c(=O)[nH]1
#46 CC(=O)C1=C(C)NC(NN)=NC1c1cccc(Cl)c1 (stereo not given)
#47 O=C(O)CNC(=O)c1nc(-c2ccccc2)n(-c2ccccc2)n1
#48 Cc1nn(-c2ccccc2)c(Cl)c1-c1cc(-c2ccc(Cl)cc2)nc(-c2ccc(Cl)cc2)c1
Screen / compound no.	43	44	45	46	47	48
NCI-H226	103	105	118	103	89	117
NCI-H460	76	97	104	112	124	111
COLO 205	109	110	123	114	111	104
NCI-H322M	99	95	111	97	/	103
NCI-H522	89	82	249	98	90	94
HCT-15	95	99	111	102	101	105
NCI-H23	93	102	100	100	104	99
NCI/ADR-RES	100	102	97	107	113	107
HCT-116	75	106	100	105	86	100

Five of the compounds above, as tab-separated lines:
nr	SMILES	NCI-H226	NCI-H460	COLO 205	NCI-H322M	NCI-H522	HCT-15	NCI-H23	NCI/ADR-RES	HCT-116
43	O/N=C(\CSc1nnc(-c2cc(-c3ccc(Cl)cc3)nc3ccccc23)n1-c1ccccc1)c1ccccc1	103	76	109	99	89	95	93	100	75
44	COc1ccc(N=C2C=CC(=O)O2)cc1	105	97	110	95	82	99	102	102	106
45	O=c1[nH]cc(-c2ccccc2)c(=O)[nH]1	118	104	123	111	249	111	100	97	100
46	CC(=O)C1=C(C)NC(NN)=NC1c1cccc(Cl)c1 (stereo not given)	103	112	114	97	98	102	100	107	105
47	O=C(O)CNC(=O)c1nc(-c2ccccc2)n(-c2ccccc2)n1	89	124	111	/	90	101	104	113	86

(next part)
#49 CCOC(=O)CCCCCCCCC(=O)Cl
#50 Cc1nc2c(C)c(C(=O)Nc3ccccc3F)sc2c(=O)[nH]1
#51 CN1C(=O)/C(=C/C=C/c2ccco2)SC1=S
#52 O=C1/C(=C\c2ccccc2)CN(C(=O)c2ccccc2)C/C1=C\c1ccccc1
#53 O=C(/C=C/c1ccc(Br)cc1)c1cccc(OCCCOc2cccc(C(=O)/C=C/c3ccc(Br)cc3)c2)c1
#54 O=C1NC(=O)C(c2ccccc2)=C1Nc1ccc(C(=O)Nc2ccccc2)cc1
Screen / compound no.	49	50	51	52	53	54
NCI-H226	96	114	70	37	103	80
NCI-H460	112	116	99	60	110	96
COLO 205	119	126	94	41	111	90
NCI-H322M	101	110	89	76	94	88
NCI-H522	82	89	71	-0.8*	98	53
HCT-15	94	109	63	-19*	100	89
NCI-H23	108	105	76	58	96	84
NCI/ADR-RES	107	111	76	22	104	88
HCT-116	99	108	54	-81*	108	88

#55 O=C(Nc1ccc(Cl)cc1)C1(C(=O)Nc2ccc(Oc3ncnc4scc(Nc5n[nH]c(=S)s5)c34)cc2)CC1
#56 CC(O)(CO)CCl (stereo not given)
#57 O/N=C\c1cc(-c2cccc3ccccc23)on1
#58 COc1ccc2c(c1)CCCC2(O)C#CC1(O)CCCc2cc(OC)ccc21 (stereo not given)
#59 C=C(C)[C@@H]1CC[C@]2(C(=O)NCC(=O)OC)CC[C@]3(C)[C@H](CC[C@@H]4[C@@]5(C)C/C(=C/c6ccco6)C(=O)C(C)(C)[C@@H]5CC[C@]43C)[C@@H]12
#60 Cc1ccc2c(C3NCCc4c3[nH]c3ccccc43)cc(=O)oc2c1 (stereo not given)
Screen / compound no.	55	56	57	58	59	60
NCI-H226	80	99	92	87	66	80
NCI-H460	97	108	96	101	67	102
COLO 205	100	108	113	108	65	112
NCI-H322M	92	104	99	101	91	105
NCI-H522	67	104	/	94	78	95
HCT-15	69	104	96	100	66	100
NCI-H23	/	104	93	89	83	92
NCI/ADR-RES	99	109	103	92	91	94
HCT-116	99	98	94	104	57	99

#61 COc1ccc(C2c3[nH]c4ccc(Cl)cc4c3CCN2C(=O)CO)cc1 (stereo not given)
#62 CCCCCc1c(C)[nH]c(/C=C2\N=C(c3ccc[nH]3)C=C2CC)c1C
#63 Nc1sc2c(c1-c1nc3ccccc3s1)CCCC2
#64 C/C(=C(/C)C1CC1CCN(C(=O)c1ccc([N+](=O)[O-])cc1)S(=O)(=O)c1ccc(C)cc1)C1CCCCC1 (stereo not given)
Screen / compound no.	61	62	63	64
NCI-H226	70	-92*	76	91
NCI-H460	19	-73*	91	99
COLO 205	43	-88*	98	112
NCI-H322M	75	-90*	101	100
NCI-H522	31	-89*	89	84
HCT-15	24	-84*	84	98
NCI-H23	72	-81*	78	87
NCI/ADR-RES	30	-79*	101	94
HCT-116	26	-95*	85	90
